High-throughput results (PubChem BioAssay)
EZH2 inh: blocks human EZH2/PRC2 H3K27 methylation | Q15910 | DELFIA TRF, 1 h | inhibition, % at 12.5 µM | 57,000 compounds, 0.35% hits | AID 651548;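 active = mean inhibition of replicates at least 50% and every single replicate also reaching 50%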;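 also: dimethyl H3K27 on biotinylated H3 21-44 peptide detected by antibody; plate controls were median neutral control wells for no effect and median positive control wells for full effect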
IDH1 R132H inh: blocks human IDH1 R132H reductase activity | O75874 | diaphorase/resazurin fluorescence, 60 min | inhibition, % at 10 µM | 70,000 compounds, 0.18% hits | AID 624101; in the data active = inhibition above about 34%;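 also: 0% = DMSO and 100% = no enzyme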
Target sequence (O75874 whole entry R132H): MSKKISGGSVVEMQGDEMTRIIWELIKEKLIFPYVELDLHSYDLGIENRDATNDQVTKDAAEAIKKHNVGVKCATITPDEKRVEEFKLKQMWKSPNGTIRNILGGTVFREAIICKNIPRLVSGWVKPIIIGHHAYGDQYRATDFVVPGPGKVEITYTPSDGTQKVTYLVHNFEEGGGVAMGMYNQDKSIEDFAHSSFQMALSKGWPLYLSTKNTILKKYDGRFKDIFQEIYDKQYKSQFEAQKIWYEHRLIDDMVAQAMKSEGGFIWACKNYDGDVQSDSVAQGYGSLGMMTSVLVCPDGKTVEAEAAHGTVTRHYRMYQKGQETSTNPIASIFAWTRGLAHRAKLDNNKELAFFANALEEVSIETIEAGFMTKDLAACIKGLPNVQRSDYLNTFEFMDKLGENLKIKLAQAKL
* = called active by the depositor; . = not tested or not shown; & = joins results of further samples. This is a subset; rates above refer to the full screens.

The first eleven records, to show the layout:
SMILES	EZH2 inh	IDH1 R132H inh
CO[C@@H]1CN(C)C(=O)c2ccc(NC(=O)c3ccccc3)cc2OC[C@H](C)N(C)C[C@H]1C	-6	0.3
CN(C)CC(=O)Nc1ccc2c(c1)[C@@H]1C[C@H](CC(=O)N3CCc4ccccc4C3)O[C@H](CO)[C@@H]1O2	3	-1.6
O=C(C[C@H]1C[C@@H]2c3cc(NC(=O)CC4CC4)ccc3O[C@@H]2[C@H](CO)O1)NCc1ccccn1	0	0.0
COc1ccc(S(=O)(=O)N(C)C[C@@H]2Oc3ncc(Br)cc3C(=O)N([C@H](C)CO)C[C@@H]2C)cc1	-11&-9	26
COc1ccccc1S(=O)(=O)N[C@@H]1CC[C@H](CC(=O)NCc2cccc(F)c2)O[C@H]1CO	-7	0.2
C[C@H]1CN([C@@H](C)CO)C(=O)CCCn2cc(nn2)CO[C@@H]1CN(C)Cc1ccc(-c2ccccc2)cc1	-1	0.4
O=C(NCC[C@H]1CC[C@@H](NS(=O)(=O)c2cccc(F)c2)[C@H](CO)O1)C1CCC1	7	0.1
Cc1ccccc1-c1cnc2c(c1)C(=O)N([C@H](C)CO)C[C@@H](C)[C@H](CN(C)C(=O)CN(C)C)O2	-7	4.4
CO[C@H]1CN(C)C(=O)c2cc(NS(=O)(=O)c3ccc(Cl)cc3)ccc2OC[C@@H](C)NC[C@@H]1C	2	0.0
COCC#Cc1ccc2c(c1)O[C@H](CN(C)Cc1ccc3c(c1)OCO3)[C@@H](C)CN([C@H](C)CO)S2(=O)=O	21	0.8
COC(=O)COc1ccc(NC(=O)c2ccc([N+](=O)[O-])c(C)c2)cc1	-22	0.4

All compounds of this part (from the top)
SMILES	EZH2 inh	IDH1 R132H inh
CO[C@@H]1CN(C)C(=O)c2ccc(NC(=O)c3ccccc3)cc2OC[C@H](C)N(C)C[C@H]1C	-6	0.3
CN(C)CC(=O)Nc1ccc2c(c1)[C@@H]1C[C@H](CC(=O)N3CCc4ccccc4C3)O[C@H](CO)[C@@H]1O2	3	-1.6
O=C(C[C@H]1C[C@@H]2c3cc(NC(=O)CC4CC4)ccc3O[C@@H]2[C@H](CO)O1)NCc1ccccn1	0	0.0
COc1ccc(S(=O)(=O)N(C)C[C@@H]2Oc3ncc(Br)cc3C(=O)N([C@H](C)CO)C[C@@H]2C)cc1	-11&-9	26
COc1ccccc1S(=O)(=O)N[C@@H]1CC[C@H](CC(=O)NCc2cccc(F)c2)O[C@H]1CO	-7	0.2
C[C@H]1CN([C@@H](C)CO)C(=O)CCCn2cc(nn2)CO[C@@H]1CN(C)Cc1ccc(-c2ccccc2)cc1	-1	0.4
O=C(NCC[C@H]1CC[C@@H](NS(=O)(=O)c2cccc(F)c2)[C@H](CO)O1)C1CCC1	7	0.1
Cc1ccccc1-c1cnc2c(c1)C(=O)N([C@H](C)CO)C[C@@H](C)[C@H](CN(C)C(=O)CN(C)C)O2	-7	4.4
CO[C@H]1CN(C)C(=O)c2cc(NS(=O)(=O)c3ccc(Cl)cc3)ccc2OC[C@@H](C)NC[C@@H]1C	2	0.0
COCC#Cc1ccc2c(c1)O[C@H](CN(C)Cc1ccc3c(c1)OCO3)[C@@H](C)CN([C@H](C)CO)S2(=O)=O	21	0.8
COC(=O)COc1ccc(NC(=O)c2ccc([N+](=O)[O-])c(C)c2)cc1	-22	0.4
COCC(=O)N1C[C@@H](C)[C@H](OC)CN(C)C(=O)c2ccc(NC(=O)c3ccccc3)cc2OC[C@@H]1C	1	-0.5
Cc1noc(C)c1NC(=O)N(C)C[C@@H]1OCCCC[C@@H](C)Oc2ccc(N(C)C)cc2C(=O)N([C@@H](C)CO)C[C@H]1C	-9	-7.7
CO[C@@H]1CN(C)C(=O)c2ccc(NC(C)=O)cc2OC[C@H](C)N(C(=O)Cc2ccccn2)C[C@H]1C	6	0.0
O=C(NCC[C@@H]1CC[C@H](NC(=O)C2CC2)[C@H](CO)O1)Nc1ccc(C(F)(F)F)cc1	-6	0.1
C[C@@H]1CCCCO[C@@H](CN(C)Cc2ccc(C(F)(F)F)cc2)[C@H](C)CN([C@H](C)CO)C(=O)c2cc(NC(=O)Nc3ccc(C(F)(F)F)cc3)ccc2O1	.	2.3
C[C@@H]1CN([C@@H](C)CO)C(=O)c2cc(NC(=O)CCC(F)(F)F)ccc2O[C@@H](C)CCCCO[C@@H]1CN(C)S(=O)(=O)c1cccs1	.	0.8
COc1ccc(NC(=O)N(C)C[C@@H]2Oc3ccc(NC(=O)Nc4ccc(C(F)(F)F)cc4)cc3C(=O)N([C@H](C)CO)C[C@@H]2C)cc1	.	-0.3
COCC(=O)N[C@@H]1CC[C@H](CC(=O)NCc2ccc(Cl)cc2)O[C@@H]1CO	7	0.2
C[C@H](CO)N1C[C@H](C)[C@@H](CN(C)C(=O)Nc2ccc(F)cc2)Oc2cc(-c3ccc(F)cc3)ccc2S1(=O)=O	-3	.
Cc1ccc(S(=O)(=O)Nc2ccc3c(c2)C(=O)N([C@H](C)CO)C[C@@H](C)[C@H](CN(C)Cc2ccc(C(F)(F)F)cc2)OCCCC[C@H](C)O3)cc1	.	-0.1
O=C(O)C[C@H]1C[C@@H]2c3cc(NC(=O)NC4CCCC4)ccc3O[C@@H]2[C@H](CO)O1	8	0.2
COC(=O)c1ccccc1NC(=O)Cn1nc(C)c([N+](=O)[O-])c1C	-4	0.0
C[C@@H]1CCCCO[C@H](CN(C)S(=O)(=O)c2ccc(Cl)cc2)[C@H](C)CN([C@@H](C)CO)C(=O)c2cc(NC(=O)Nc3cccc4ccccc34)ccc2O1	.	1.1
CCS(=O)(=O)NCC[C@@H]1CC[C@@H](NC(=O)C2CCOCC2)[C@@H](CO)O1	8	0.0
CCC(=O)N1C[C@H](C)[C@H](OC)CN(C)C(=O)c2ccc(NC(=O)Nc3ccccc3)cc2OC[C@H]1C	0	-0.1
O=C(N[C@H]1CC[C@H](CCNS(=O)(=O)c2ccc(F)cc2)O[C@H]1CO)c1cccc(F)c1	6	0.1
Cc1noc(C)c1S(=O)(=O)Nc1ccc2c(c1)C(=O)N([C@H](C)CO)C[C@H](C)[C@H](CN(C)C(=O)CCC(F)(F)F)OCCCC[C@@H](C)O2	.	-1.0
O=C(C[C@H]1CC[C@H](NC(=O)Nc2ccccc2F)[C@H](CO)O1)NCc1ccccc1	11	0.3
C[C@@H]1CN([C@H](C)CO)C(=O)c2cc(NS(=O)(=O)c3ccc(Cl)cc3)ccc2O[C@H]1CN(C)S(=O)(=O)c1ccc(F)cc1	.	0.0
C=CCOC(=O)C(=O)/C=C/C1CC1	-4	.
COc1ccc(CN(C)C[C@@H]2OCCCC[C@@H](C)Oc3ccc(NC(=O)Nc4c(C)noc4C)cc3C(=O)N([C@@H](C)CO)C[C@H]2C)cc1	.	2.0
Cc1ccc(S(=O)(=O)N(C)C[C@H]2Oc3c(NC(=O)NC4CCCCC4)cccc3C(=O)N([C@H](C)CO)C[C@@H]2C)cc1	-7	.
CCCN(C)C[C@H]1OCCCC[C@H](C)Oc2ccc(NS(=O)(=O)c3cn(C)cn3)cc2C(=O)N([C@H](C)CO)C[C@H]1C	-2	.
COCC(=O)Nc1ccc2c(c1)[C@@H]1C[C@@H](CC(=O)NCc3ccccn3)O[C@@H](CO)[C@@H]1O2	-10	-0.6
O=C(C[C@@H]1C[C@H]2c3cc(NC(=O)c4cccnc4)ccc3O[C@H]2[C@H](CO)O1)NCCc1ccccc1	7	0.3
CC(C)C#Cc1ccc2c(c1)O[C@H](CN(C)S(=O)(=O)c1cn(C)cn1)[C@H](C)CN([C@H](C)CO)S2(=O)=O	5	0.0
C=C(C(=O)O)C1C(OC(=O)/C(=C/CO)CO)CC(C)(O)C2CC(OC(C)=O)C(C)=CC12 (centres undefined)	9	-0.1
C[C@H](CO)N1C[C@H](C)[C@H](CN(C)C(=O)CCN(C)C)OCc2ccccc2-c2c(n(C)c3ccccc23)C1=O	-32	-0.2
O=C(Nc1cccc(Cl)c1)N[C@H]1CC[C@@H](CCNC(=O)C2CCCCC2)O[C@@H]1CO	5	0.2
C[C@@H]1CN([C@@H](C)CO)C(=O)c2cc(NC(=O)CCCCCC(=O)Nc3ccccc3N)ccc2O[C@H]1CN(C)Cc1ccccc1	-1	0.1
C[C@@H]1CN([C@@H](C)CO)C(=O)c2cc(NC(=O)CCC(F)(F)F)ccc2O[C@@H](C)CCCCO[C@@H]1CN(C)Cc1ccccc1	-7	-0.3
CCn1c(SCC(=O)Nc2ccc(F)c(Cl)c2)nnc1-c1ccncc1	2	-0.4
COc1cccc(NC(=O)N(C)C[C@@H]2Oc3ncc(C#Cc4ccccc4)cc3C(=O)N([C@@H](C)CO)C[C@@H]2C)c1	.	0.0
COc1cccc(NC(=O)CSc2nnc(-c3ccccc3)n2-c2ccc(Cl)cc2)c1	5	-0.4
Cc1noc(C)c1NC(=O)Nc1cccc2c1O[C@H](CN(C)Cc1ccncc1)[C@H](C)CN([C@H](C)CO)C2=O	-3	4.4
C[C@H]1CN([C@@H](C)CO)C(=O)Cc2cc(NC(=O)Cc3cn(C)c4ccccc34)ccc2O[C@H]1CN(C)S(=O)(=O)c1ccc(F)cc1	.	-5.3
C[C@@H]1CN([C@@H](C)CO)C(=O)c2cc(-c3ccc(F)cc3)cnc2O[C@@H]1CN(C)Cc1ccc(F)cc1	2	-0.2
C[C@@H]1CN([C@@H](C)CO)C(=O)c2cc(NC(=O)C3CCCCC3)ccc2O[C@@H]1CN(C)S(C)(=O)=O	4	2.2
C[C@@H]1CN([C@@H](C)CO)S(=O)(=O)c2ccc(-c3ccccc3)cc2O[C@@H]1CN(C)Cc1cccc(F)c1	32	.
O=C(N[C@@H]1CC[C@H](CCNS(=O)(=O)c2ccc(F)cc2)O[C@@H]1CO)C1CCOCC1	4	-0.3
C[C@@H]1CN([C@@H](C)CO)C(=O)Cc2cc(NS(=O)(=O)c3ccccc3)ccc2O[C@H]1CN(C)S(=O)(=O)c1cccs1	.	-4.4
C[C@H](CO)N1C[C@H](C)[C@H](CN(C)S(=O)(=O)c2cn(C)cn2)Oc2c(NC(=O)Nc3ccc4c(c3)OCO4)cccc2C1=O	.	-18
CC(C)[C@@H]1CC[C@@]2(C)[C@H](O)CC[C@@](C)(O)[C@@H]2[C@@H]1OC(=O)/C=C/c1ccccc1	.	-0.2
C[C@@H]1CCCCO[C@H](CN(C)C(=O)c2ccccc2)[C@H](C)CN([C@H](C)CO)C(=O)c2cc(NS(C)(=O)=O)ccc2O1	0	1.3
COCC#Cc1cnc2c(c1)C(=O)N([C@H](C)CO)C[C@H](C)[C@H](CN(C)S(=O)(=O)c1cn(C)cn1)O2	7	1.2
CCC(Sc1nnnn1-c1ccccc1)C(=O)Nc1ccc([N+](=O)[O-])cc1 (centres undefined)	11	0.1
C[C@H](CO)N1C[C@H](C)[C@@H](CN(C)Cc2ccccc2)OCCCC[C@H](C)Oc2ccc(NC(=O)C3CCCCC3)cc2C1=O	.	2.3
O=C(CN1CCOCC1)NCC[C@H]1CC[C@@H](NC(=O)Nc2ccc(F)cc2)[C@H](CO)O1	6	0.0
Cc1noc(C)c1S(=O)(=O)N(C)C[C@@H]1OCCCC[C@@H](C)Oc2ccc(N(C)C)cc2C(=O)N([C@@H](C)CO)C[C@H]1C	3	0.4

The closing 2 entries of the part above are carried over, then new ones follow.
SMILES	EZH2 inh	IDH1 R132H inh
O=C(CN1CCOCC1)NCC[C@H]1CC[C@@H](NC(=O)Nc2ccc(F)cc2)[C@H](CO)O1	6	0.0
Cc1noc(C)c1S(=O)(=O)N(C)C[C@@H]1OCCCC[C@@H](C)Oc2ccc(N(C)C)cc2C(=O)N([C@@H](C)CO)C[C@H]1C	3	0.4
O=C(O)C[C@H]1C[C@@H]2c3cc(NC(=O)Nc4ccccc4F)ccc3O[C@@H]2[C@@H](CO)O1	7	2.7
C[C@H](CO)N1C[C@H](C)[C@H](CN(C)C(=O)C2CCCCC2)OCCCC[C@H](C)Oc2ccc(NS(C)(=O)=O)cc2C1=O	6	-1.4
CNS(=O)(=O)c1cc(-c2nnc(Nc3ccc(C(=O)N(C)C)cc3)c3ccccc23)ccc1C	-5	0.1
CCCCn1c2ccccc2c2nnc(SCCN3CCOCC3)nc21	.	0.6
COc1cccc(NC(=O)N(C)C[C@@H]2Oc3ncc(C#Cc4ccccc4)cc3C(=O)N([C@H](C)CO)C[C@H]2C)c1	-16	-3.4
C[C@H]1CN([C@@H](C)CO)C(=O)c2cc(C#CCN(C)C)cnc2O[C@@H]1CN(C)Cc1ccc(F)cc1	-1	-2.5
Cc1ccc(S(=O)(=O)NCC[C@@H]2CC[C@@H](NC(=O)C3CCOCC3)[C@@H](CO)O2)cc1	11	-0.2
CC(C)NC(=O)N(C)C[C@H]1Oc2ccc(NS(=O)(=O)c3ccccc3)cc2C(=O)N([C@@H](C)CO)C[C@H]1C	4	0.3
CCCC(=O)Nc1ccc2c(c1)C(=O)N(C)C[C@H](OC)[C@@H](C)CN(C(=O)c1ccccn1)[C@H](C)CO2	1	0.1
O=C(Cc1ccccn1)NCC[C@@H]1CC[C@@H](NS(=O)(=O)c2ccccc2)[C@H](CO)O1	-10	-0.3
Cn1cnc(S(=O)(=O)N[C@@H]2C=C[C@H](CC(=O)Nc3ccc(-c4ccccc4)cc3)O[C@@H]2CO)c1	-5	-0.3
COc1ccc(NC(=O)Nc2ccc3c(c2)[C@H]2C[C@@H](CC(=O)O)O[C@@H](CO)[C@H]2O3)cc1	-3	0.0
C[C@@H]1CN([C@@H](C)CO)C(=O)Cc2cc(NC(=O)Cn3cnnn3)ccc2O[C@@H]1CN(C)S(=O)(=O)c1ccc(F)cc1	.	0.6
CCn1c(SCC(=O)Nc2cccc(Cl)c2C)nnc1-c1ccncc1	1	0.7
CO[C@H]1CN(C)C(=O)c2cc(NC(=O)C3CCOCC3)ccc2OC[C@@H](C)N(C(=O)c2ccccc2)C[C@@H]1C	10	0.1
C[C@H](CO)N1C[C@H](C)[C@@H](CN(C)S(=O)(=O)c2ccc(Cl)cc2)Oc2c(NC(=O)Nc3cccc4ccccc34)cccc2C1=O	.	1.8
O=C(Nc1ccccc1)N[C@H]1CC[C@@H](CCNC(=O)c2ccccc2F)O[C@H]1CO	-1	-0.5
COCCCN1C(=O)[C@@]2(Cc3ccccc31)c1ccccc1C(=O)N(Cc1ccccc1)[C@H]2c1ccc(CO)cc1	-16	.
